# TAAR1 agonist = human TAAR1 agonists, primary screen, Fluo-8 calcium fluorescence, CHO RD-HGA16 cells | vehicle wells 0%, saturating PEA agonist 100% | activation, % at 3 µM | AID 624467, 2012 | hit rate 0.99% among 360,000;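 active means activation above the mean activation of all test compounds in the run plus 3 SD, cut at about 38% in these data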
#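 System: CHO RD-HGA16 cells carrying human TAAR1 plus Gα16; Incubation: 17-24 h seeding, 75 min 37 °C dye, 30 min RT; Measured by: Fluo-8 fluorescence, 5 s baseline then 140 s kinetic read; Control set: DMSO and PEA EC100; Replication: single well for each compound.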
# M4 PAM = human M4 muscarinic receptor positive allosteric modulators, primary screen, CHO-K1 cells, Fluo-8 calcium fluorescence. activation, % at 3 µM. Muscarinic acetylcholine receptor M4 (Homo sapiens), P08173. AID 624126, 2012. hit rate 0.4% among 360,000. CHO-K1 hM4/Gqi5, ACh EC20; 0% = ACh EC20, 100% = maximal ACh;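 active means activation above its plate's cutoff, the mean activation of sample wells plus 3 SD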; further: some results filed as inactive read as strong as hits
# Target sequence (P08173 whole entry, looked up): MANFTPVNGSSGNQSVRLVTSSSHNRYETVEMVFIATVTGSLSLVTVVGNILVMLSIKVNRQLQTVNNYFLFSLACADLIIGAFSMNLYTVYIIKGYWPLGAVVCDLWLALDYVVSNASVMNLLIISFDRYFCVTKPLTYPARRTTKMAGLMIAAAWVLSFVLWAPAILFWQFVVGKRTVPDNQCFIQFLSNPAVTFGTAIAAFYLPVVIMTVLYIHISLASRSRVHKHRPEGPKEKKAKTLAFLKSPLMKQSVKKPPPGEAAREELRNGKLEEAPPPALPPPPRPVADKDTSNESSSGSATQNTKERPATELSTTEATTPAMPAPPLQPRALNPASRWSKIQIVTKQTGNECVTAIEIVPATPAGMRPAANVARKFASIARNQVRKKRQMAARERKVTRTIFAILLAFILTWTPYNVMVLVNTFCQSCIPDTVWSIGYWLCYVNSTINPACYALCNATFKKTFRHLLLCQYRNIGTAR
# M5 ag = human M5 muscarinic receptor agonists, primary screen, CHO-K1 cells, Fluo-8 calcium fluorescence; hit rate 0.19% among 360,000; AID 624037, 2012; activation, % at 3 µM; Muscarinic acetylcholine receptor M5 (Homo sapiens), P08912; CHO-K1 hM5 cells; 0% DMSO wells, 100% maximal acetylcholine response;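 active means activation above the run's mean over test compounds plus 3 SD, cut at about 23% in these data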;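 further: signal is peak over basal fluorescence ratio across the kinetic read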
# Target sequence (P08912 whole entry, looked up): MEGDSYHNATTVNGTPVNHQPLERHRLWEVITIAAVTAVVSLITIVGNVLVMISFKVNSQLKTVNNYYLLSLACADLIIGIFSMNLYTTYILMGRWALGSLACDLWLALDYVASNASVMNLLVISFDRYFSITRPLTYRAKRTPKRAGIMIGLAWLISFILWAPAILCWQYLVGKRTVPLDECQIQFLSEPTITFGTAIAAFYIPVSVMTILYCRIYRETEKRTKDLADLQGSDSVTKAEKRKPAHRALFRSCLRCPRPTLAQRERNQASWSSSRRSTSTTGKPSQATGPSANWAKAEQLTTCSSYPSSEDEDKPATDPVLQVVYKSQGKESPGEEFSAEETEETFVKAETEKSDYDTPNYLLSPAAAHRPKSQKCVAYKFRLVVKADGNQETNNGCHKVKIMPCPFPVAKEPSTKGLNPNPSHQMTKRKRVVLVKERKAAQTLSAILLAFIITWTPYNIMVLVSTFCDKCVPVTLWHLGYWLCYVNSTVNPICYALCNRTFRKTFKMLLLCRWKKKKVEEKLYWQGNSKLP
# CRFR2-BP ag = agonists of CRF-BP/CRF-R2 complex, primary screen, cell-based, HEK293, calcium dye fluorescence, uHTS; calcium dye fluorescence (FLIPR); percent of saturating CRF peptide response; activation, % at 13.2 µM; hit rate 0.46% among 350,000; CRF-binding protein / CRF receptor 2 complex (human); AID 588473, 2011;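 active means activation of at least 50%, plus an integration ratio under a set limit after plate pattern correction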;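 further: plate controls were neutral control wells without compound for no effect and CRF at EC100 for full effect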
# M1 PAM parental = nonselective calcium activators in parental CHO-K1 cells, primary screen, counter-screen for M1 PAM project, cell-based, Fluo-8 calcium fluorescence, full deck, 1536-well. ATP EC20; 0% at ATP EC20, 100% at ATP max. activation, % at 3 µM. hit rate 0.02% among 360,000. AID 602247, 2012;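 active means activation above the run cutoff, the mean activation of all test compounds plus 3 SD, cut at about 40% in these data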;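 further: peak over basal fluorescence ratio in a 140 s read after ATP addition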
# TAAR1 antagonist = human TAAR1 antagonists, primary screen, Fluo-8 calcium fluorescence, CHO RD-HGA16 cells | antagonist | inhibition, % at 3 µM | hit rate 1.5% among 360,000;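 active means inhibition above a per-plate cutoff, the mean inhibition of test compounds on that plate plus 3 SD, cut at about 49% in these data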;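 further: 0% = DMSO plus EC80 beta-PEA response and 100% = DMSO alone without agonist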
#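 System: RD-HGA16 CHO cells with stable hTAAR1 and Gα16 | Probe or stimulus: EC80 β-phenethylamine stimulus | Dosing: 3 µM, single point | Times: Dye loading 75 min at 37 °C, then 30 min room temperature | Measured by: Fluo-8 calcium-sensitive fluorescence | Read-out basis: % inhibition of agonist calcium response | Replicates: n of 1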
# M5 antag = human M5 muscarinic receptor antagonists, primary screen, CHO cells, Fluo-8 calcium fluorescence | inhibition, % at 3 µM | hit rate 0.59% among 360,000 | CHO-hM5 cells, ACh EC80 | Muscarinic acetylcholine receptor M5 (Homo sapiens), P08912 | AID 624040, 2012;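 active means inhibition above a per-plate cutoff, the mean of that plate's test compounds plus 3 SD, cut at about 27% in these data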;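 further: 0% = acetylcholine EC80 with DMSO and 100% = DMSO without agonist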
# M5 PAM = human M5 muscarinic receptor positive allosteric modulators, primary screen, CHO-K1 cells, Fluo-8 calcium fluorescence. CHO-K1 hM5, ACh EC20 PAM; 0% = ACh EC20, 100% = ACh EC100. AID 624038, 2012. activation, % at 3 µM. Muscarinic acetylcholine receptor M5 (Homo sapiens), P08912. hit rate 0.3% among 360,000;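 active means activation above the run cutoff, the mean activation of all test compounds plus 3 SD, cut at about 18% in these data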
#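 Assay system: CHO-K1 hM5 cells / Incubation: Fluo-8 loading 80 min at 37 °C plus 30 min room temperature / Technique: Fluo-8 calcium dye fluorescence, kinetic read / Repeats: single replicate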
# CRFR2-BP antag = antagonists of CRF-BP/CRF-R2 complex, primary screen, cell-based, HEK293, calcium dye fluorescence, uHTS; CRF-induced calcium fluorescence; inhibition, % at 11.8 µM; hit rate 0.59% among 350,000;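 active means inhibition of the ligand-induced calcium signal above about 50% at the single tested concentration, limit read from the data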
# An asterisk follows results filed as active; · = not tested or not shown.
SMILES,TAAR1 agonist,M4 PAM,M5 ag,CRFR2-BP ag,M1 PAM parental,TAAR1 antagonist,M5 antag,M5 PAM,CRFR2-BP antag
Cc1ccc(NC(=O)c2ncn(CCCNCc3ccccn3)n2)cc1C,4.7,3.8,-0.7,-2.9,-5.0,4.2,-7.8,4.5,16.0
CC1CCCN(S(=O)(=O)c2cccc(C(=O)OCC(=O)N(C)Cc3c(F)cccc3Cl)c2)C1 (stereo unspecified),0.0,10.7,1.9,3.7,-2.8,15.2,11.8,5.8,-1.6
COc1ccc(C(CNC(=O)CNC(=O)c2cc(OC)c(OC)c(OC)c2)N2CCOCC2)cc1 (stereo unspecified),3.7,-3.4,-1.6,-0.1,3.3,-16.7,-6.3,2.3,-7.6
COc1cccc(NC(=O)CSc2nc(=O)n(CCN(C)C)c3c2CCCC3)c1,-0.2,-1.5,-0.3,-1.5,-18.9,-3.9,-4.0,6.6,-6.5
CCCN(CCC)C(=O)CC(c1ccccc1)c1ccco1 (stereo unspecified),-2.2,2.0,-4.0,0.3,25.3,-21.2,-6.3,6.5,-1.9
O=C(N/C(=C/c1cccnc1)C(=O)N1CCOCC1)c1ccccc1Br,4.7,7.2,-3.0,-0.8,10.9,-4.1,0.0,-1.6,-1.0
O=S(=O)(NC1CCCCCC1)c1cccc(Cl)c1,5.7,-4.6,-10.6,-0.2,17.3,9.6,12.4,-9.0,-1.4
Cc1sc2ncn(CC(=O)OC(C)C(=O)NC(C)(C)C)c(=O)c2c1C (stereo unspecified),1.6,3.6,3.4,0.6,16.8,-6.2,-0.5,0.7,7.4
Cc1ccc(C(=O)N2CCN(c3ncccn3)CC2)cc1NC1=NC2CS(=O)(=O)CC2S1 (stereo unspecified),0.9,-0.6,2.3,0.6,10.2,-4.9,5.1,2.0,-6.8
COc1ccc(C(=O)NC(=S)Nc2ccc([N+](=O)[O-])cc2C)cc1OC,6.4,0.9,0.5,1.0,-1.0,-8.3,1.5,0.8,-14.7
CN(CCCNC(=O)COc1cc(=O)n(C)c2ccccc12)Cc1ccccc1,12.0,14.4,-1.1,0.8,-2.6,1.1,-3.1,3.9,0.3
CCCCn1c(N)c(N(CC(C)C)C(=O)C2CCN(C(=O)c3ccc(F)cc3)CC2)c(=O)[nH]c1=O,3.3,-2.3,-1.5,-0.8,-8.6,-5.6,-17.0,13.8,9.9
COc1cc2c(cc1OC)/C(=C/c1ccc(Cl)cc1)C(=O)OC2,3.7,-9.4,-1.9,0.9,21.5,-8.1,-4.7,-11.6,32.6
CCCCS(=O)(=O)/C=C\C1C2C=CC(C2)C1S(=O)(=O)CCCC (stereo unspecified),3.6,10.2,-2.4,0.8,18.2,7.7,-1.9,0.9,7.9
Cc1ccc(S(=O)(=O)C(C#N)c2nc3ccccc3nc2N2CC(C)OC(C)C2)cc1C (stereo unspecified),11.8,5.7,0.9,1.1,-4.6,0.1,-3.0,1.3,-7.0
COc1cccc(NC(=S)NCc2cccs2)c1,3.8,1.1,-4.9,-3.0,9.5,0.5,2.2,-2.4,22.4
CC1CCCCN1C(=O)C1CCCCN1S(=O)(=O)c1cccc([N+](=O)[O-])c1 (stereo unspecified),0.1,-9.2,-4.5,-3.1,-5.4,-31.0,-2.9,0.5,9.2
C=CCNC(=S)N1CCN(CCN=Cc2c(C)[nH]n(-c3ccc([N+](=O)[O-])cc3)c2=O)CC1,12.0,1.7,3.5,0.9,0.3,-12.5,-9.0,-4.3,5.4
CCOc1ccc(NC(=O)c2c(NC(=O)CN3CCCC3)sc3c2CCC3)cc1,2.1,6.2,-1.9,-0.9,13.0,-15.5,-5.4,0.2,-21.8
COc1ccccc1C(=O)N/C(=C/c1ccc(Br)cc1)C(=O)NCCO,-2.6,-3.7,1.4,1.3,15.6,5.2,3.8,-2.2,6.1

# An excerpt from above, limited to M5 antag and M5 PAM:
SMILES,M5 antag,M5 PAM
Cc1ccc(S(=O)(=O)C(C#N)c2nc3ccccc3nc2N2CC(C)OC(C)C2)cc1C (stereo unspecified),-3.0,1.3
COc1cccc(NC(=S)NCc2cccs2)c1,2.2,-2.4

# (more compounds)
SMILES,TAAR1 agonist,M4 PAM,M5 ag,CRFR2-BP ag,M1 PAM parental,TAAR1 antagonist,M5 antag,M5 PAM,CRFR2-BP antag
O=C(OC1CC2CC1[C@H]1CCCCN1C2=O)N1CCOCC1 (stereo partly specified),-0.2,7.9,0.5,·,12.6,4.6,5.6,-4.9,·
CCOC(=O)c1c(/N=C/N(C)C)sc(/C=N/Nc2ccccc2)c1-c1ccccc1,2.1,5.3,1.1,3.7,-10.1,9.1,-0.3,-4.8,-15.4
Cc1ccc(CNC(=O)CN2CCN(Cc3ccc(C)cc3)C2=O)cc1,8.9,-1.2,-2.0,-4.9,15.0,-5.2,-3.2,-4.0,6.2
CCCN1CCC(NC(=S)Nc2ccc(OC)c(OC)c2)CC1,-1.2,-1.6,0.6,6.4,13.3,-12.9,7.8,-1.4,19.8
Cc1sc2ncnc(N=Nc3c(O)[nH]c4ccccc34)c2c1C,-0.3,1.6,2.2,0.0,22.7,0.2,11.2,-4.3,15.0
CCc1nc2oc3cc(OC)ccc3c(=O)c2c(=O)n1Cc1ccccc1,·,5.0,2.0,-3.0,-10.2,·,-0.4,0.7,12.4
CCOc1ccc(-c2nnn(CC(=O)c3cc(OC)ccc3OC)n2)cc1,6.8,4.8,0.0,-0.1,6.3,-2.6,-4.0,2.3,0.6
CSc1nnc(-c2sccc2OCc2ccc(C)cc2)n1C,14.4,11.4,3.5,-1.3,5.1,11.9,-4.8,-0.3,15.1
C=CCN(C(=O)CSc1nc2[nH]ncc2c(=O)n1-c1ccccc1OC)c1ccccc1,18.1,-8.3,6.2,11.0,10.3,10.8,2.2,-3.8,-13.6
Cn1nc(CC(=O)NC2CCCCCC2)c2ccccc2c1=O,2.9,2.0,8.4,0.3,-1.8,2.5,7.5,-10.4,-6.5
CC(=O)Nc1ccc(S(=O)(=O)NCCN2CCOCC2)cc1,5.8,-4.6,-0.4,0.3,8.7,-3.0,-1.6,3.1,0.1
Cc1ccc(/C=N/NC(=O)CNC(=O)c2cccs2)cc1,7.0,2.2,0.0,1.3,-11.3,-7.1,4.0,-1.8,-9.4
CCOC(=O)N1CCN(C(=O)c2ccc(S(=O)(=O)c3ccc(C)cc3)c(NC(C)=O)c2)CC1,0.9,-7.0,-0.7,-0.9,-6.6,8.4,2.5,-2.7,10.1
NC(=O)CC(NC(=O)Cc1ccc(Br)cc1)c1ccc(NCCN2CCCC2)c([N+](=O)[O-])c1 (stereo unspecified),5.5,-2.8,4.0,0.5,25.3,-14.7,7.5,-3.7,2.5
Cc1cccc(N2CCN(C(=S)c3ccc4c(c3)OCO4)CC2)c1,0.3,0.5,0.1,-2.6,-1.5,-10.8,-10.2,14.9,12.4
C[C@H](NC(=O)OC(C)(C)C)C(=O)N/N=C/c1ccc2nccnc2c1,-0.3,-2.8,-1.0,-4.4,5.7,-18.6,-0.2,-5.5,9.7
Cc1nnsc1S(=O)c1ccc(Br)cc1 (stereo unspecified),5.2,-8.8,-4.5,-4.2,18.3,-6.0,14.4,0.3,-14.6
CCOC(=O)C(=Cc1ccccc1OC)C(=O)OCC,2.5,6.2,-3.5,-1.2,8.6,-2.7,-8.0,10.7,-11.0
CCOc1cc(/C=C/C(=O)NCCc2ccc(S(N)(=O)=O)cc2)ccc1OCC(C)C,6.1,-18.6,-3.3,0.9,-12.7,76.4*,11.3,-20.0,6.9
COc1cc(NC(=O)c2ccccc2)c(OC)cc1NC(=O)CN1CCCCC1,-1.7,-6.7,-6.4,-1.8,-5.7,-19.0,14.5,3.1,1.6
O=C(CCCN1CCC(C(=O)c2ccc(F)cc2)CC1)c1ccc(F)cc1,1.8,-10.1,-9.4,0.1,9.2,-8.6,9.2,-5.9,0.1
CCOC(=O)c1cc(S(=O)(=O)NCc2ccc3c(c2)OCO3)cn1C,-0.4,-1.0,0.1,-0.3,17.2,-22.1,11.3,-2.0,-1.8
CCOC(=O)c1ccccc1NC(=S)N1CCC(C(N)=O)CC1,0.9,-4.7,-0.2,-1.0,-13.6,-6.3,9.8,-12.3,3.8
CCn1cc(C(=O)O)c(=O)c2cnc(N3CCN(C(=S)NC(=O)c4ccc(F)c(F)c4)CC3)nc21,-2.6,5.2,1.9,-0.5,20.0,-10.9,-11.8,7.9,-0.4
O=C1CC(c2ccccc2)Sc2nc(-c3ccccc3)c(-c3ccccc3)n21 (stereo unspecified),-0.1,6.7,-1.8,-1.1,7.4,-14.1,-10.0,2.3,-12.4
CCN(Cc1ccncc1)S(=O)(=O)c1ccc(C(C)=O)cc1,13.3,-16.4,4.8,-0.6,-6.4,26.0,5.2,-5.8,-8.0
CN(C(=O)C1CCC(=O)N(CCc2ccc(Cl)cc2)C1)C1CCOCC1 (stereo unspecified),-0.1,2.5,-1.5,2.0,12.6,11.3,8.7,-1.0,26.6
CN1OC[C@@H]2CN(C(=O)CCc3ccccc3)[C@H](c3cccc(-c4ccc(C#N)cc4)c3)C[C@@H]21,1.0,-4.4,-0.6,-1.9,15.8,14.8,-7.1,1.8,1.5
O=c1cc(-c2ccsc2)oc2cc(-c3ccc4c(c3)OCO4)ccc12,0.0,8.0,-3.2,-0.2,14.1,14.6,6.3,-0.9,-3.9
CC(C)N(CCc1ccncc1)C(=S)Nc1cccc(Cl)c1,4.0,-1.0,-0.6,-1.2,-18.3,-6.2,5.7,-3.9,-9.1
CCCCNC(=S)NNC(=O)c1ccc(Br)o1,1.3,-0.9,1.8,4.3,22.1,-20.1,10.9,-2.6,-25.3
COc1cc(/C=C2/C(=O)ON=C2C)cc(Cl)c1O,5.1,-1.8,-2.3,9.8,-7.7,-0.2,-2.4,4.3,2.0
CC12CCC(CC1O)C2C(=O)O (stereo unspecified),2.8,2.2,-0.2,-3.0,-0.5,-4.8,1.9,-2.6,-14.2

# 3 entries from above, sorted by the number in CRFR2-BP antag, lowest first.
smiles	M4 PAM	M5 ag	CRFR2-BP ag	TAAR1 antagonist	M5 antag	M5 PAM	CRFR2-BP antag
CC12CCC(CC1O)C2C(=O)O (stereo unspecified)	2.2	-0.2	-3.0	-4.8	1.9	-2.6	-14.2
CC(C)N(CCc1ccncc1)C(=S)Nc1cccc(Cl)c1	-1.0	-0.6	-1.2	-6.2	5.7	-3.9	-9.1
CCOC(=O)c1cc(S(=O)(=O)NCc2ccc3c(c2)OCO3)cn1C	-1.0	0.1	-0.3	-22.1	11.3	-2.0	-1.8

# Screening data deposited in PubChem BioAssay by several laboratories.
